Screens from PubChem BioAssay.
tim10-1 inh – growth inhibitors of tim10-1 mutant yeast, primary screen, luminescence, uHTS; S. cerevisiae tim10-1 ts strain growth, BacTiter-Glo, 24 h; inhibition, % at 20 µM; 330,000 compounds, 2.2% hits; AID 463190, 2010;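 active = inhibition of at least 40%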;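 note: mutant grown at 25 °C; 0% = DMSO wells with yeast and 100% = wells holding no yeast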
APOBEC3A inh – APOBEC3A ssDNA deaminase inhibitors, primary screen, selectivity assay for APOBEC3G inhibitor project, biochemical, FAM/TAMRA oligo cleavage fluorescence; DNA dC->dU-editing enzyme APOBEC-3A (Homo sapiens), P31941; inhibition, % at 20 µM; 330,000 compounds, 0.41% hits; recombinant A3A, FAM/TAMRA ssDNA deamination fluorescence;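 active = at least 40% inhibition at 20 µM here, with at most 30% in a related deaminase screen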;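 note: plate controls were A3A with DMSO for no effect and wells lacking A3A enzyme for full effect; some results filed as inactive read as strong as hits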
Target sequence (P31941 whole entry, looked up): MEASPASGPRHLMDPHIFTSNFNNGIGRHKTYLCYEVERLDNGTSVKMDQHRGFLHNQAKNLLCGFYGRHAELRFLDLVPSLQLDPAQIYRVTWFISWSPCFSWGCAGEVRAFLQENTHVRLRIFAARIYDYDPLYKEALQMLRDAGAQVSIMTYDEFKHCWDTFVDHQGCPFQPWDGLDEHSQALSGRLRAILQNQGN
NALP3 yeast inh – NALP3 inflammasome inhibitors in reconstituted yeast, primary screen, luminescence, uHTS; Yeast reconstituted NLRP3/ASC/caspase-1, beta-gal luminescence, 24 h; inhibition, % at 10 µM; 330,000 compounds, 0.39% hits; AID 2825, 2010;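 active = inhibition of 50% or more; inactive = inhibition below 50%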;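 note: plate controls were induced DMSO wells for no effect and uninduced yeast grown without galactose for full effect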
hIAP inh – human IAP inhibitors, primary screen, biochemical, luminescence, uHTS; Intestinal-type alkaline phosphatase (Homo sapiens), P09923; purified IAP, CDP-Star luminescence, 30 min; inhibition, % at 10 µM; 330,000 compounds, 0.12% hits;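 active = inhibition reaching a set limit with compound at 10 µM in the primary screen, cut at about 35% in these data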;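 note: plate controls were DMSO wells with enzyme for no effect and no-enzyme buffer wells for full effect; values of inactives mirror those of a sister screen read the other way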
beta cell repl – inducers of MIN6 beta-cell proliferation, primary screen, ATP luminescence, uHTS; proliferation, % at 10 µM; MIN6 cells proliferation, ATPlite luminescence, 48 h; cells starved in 0.2% serum; 100% = growth in 10% serum; 330,000 compounds, 0.29% hits;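 active = compounds whose signal lies at least 3.5 SD above the mean of all wells on their plate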;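 note: 0% = DMSO-treated cells in low-serum medium and 100% = 10% serum control; some compounds called inactive have numbers as strong as hits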
TIM10 inh – growth inhibitors of isogenic TIM10 control yeast, primary screen, counter-screen for tim10-1 yeast inhibitor project, luminescence, uHTS; 330,000 compounds, 1.4% hits; inhibition, % at 10 µM; S. cerevisiae TIM10 strain growth, BacTiter-Glo luminescence, 24 h;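 active = inhibition of 40% or more at the single tested concentration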;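 note: wild-type TIM10 isogenic control strain grown at permissive 25 °C; 0% = DMSO yeast wells and 100% = minimal medium wells without yeast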
mIAP block – inhibitors of mouse IAP, primary screen, biochemical, luminescence, uHTS | intestinal alkaline phosphatase [Mus musculus] | purified mouse IAP, CDP-Star luminescence, 30 min | inhibition, % at 10 µM | 330,000 compounds, 0.2% hits;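 active = inhibition of at least 40% at 10 µM in the primary screen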;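 note: plate controls were DMSO with enzyme for no effect and no enzyme wells for full effect; values of inactives mirror those of a sister screen read the other way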
APOBEC3G inh – APOBEC3G DNA deaminase inhibitors, primary screen, biochemical, fluorescence, single-stranded DNA substrate, uHTS; DNA dC->dU-editing enzyme APOBEC-3G (Homo sapiens), Q9HC16; recombinant A3G, ssDNA deamination FAM/TAMRA fluorescence; inhibition, % at 20 µM; 330,000 compounds, 0.28% hits; AID 493012, 2011;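 active = inhibition of at least 40% at 20 µM, with no more than 30% in the related APOBEC3A deaminase screen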;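 note: plate controls were DMSO wells with A3G for no effect and wells lacking A3G enzyme for full effect; some compounds called inactive have numbers as strong as hits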
Target sequence (Q9HC16 whole entry, looked up): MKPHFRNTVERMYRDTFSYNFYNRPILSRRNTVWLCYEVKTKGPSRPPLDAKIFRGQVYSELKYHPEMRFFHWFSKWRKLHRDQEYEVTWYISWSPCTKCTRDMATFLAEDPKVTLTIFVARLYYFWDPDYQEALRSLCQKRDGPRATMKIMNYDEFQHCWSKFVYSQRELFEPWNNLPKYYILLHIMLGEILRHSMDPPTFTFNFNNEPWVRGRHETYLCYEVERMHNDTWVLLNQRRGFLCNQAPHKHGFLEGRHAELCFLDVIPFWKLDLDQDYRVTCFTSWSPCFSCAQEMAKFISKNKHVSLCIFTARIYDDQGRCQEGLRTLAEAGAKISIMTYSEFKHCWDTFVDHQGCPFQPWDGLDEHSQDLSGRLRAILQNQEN
mIAP activ – activators of mouse IAP, primary screen, biochemical, luminescence, uHTS; 330,000 compounds, 0.24% hits; activation factor at 10 µM; muIAP, CDP-Star luminescence, 30 min; stronger effect = higher value; 1 = vehicle-only enzyme signal, 0 = enzyme-free wells;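 active = activation factor of at least 2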; note: the source names both 10 and 20 µM as test concentration; values of inactives mirror those of a sister screen read the other way
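also added = chemiluminescent substrate CDP-Star | test system = mouse IAP enzyme | signal = chemiluminescence readout | compound = DMSO-dissolved test compounds | incubation = 30 min at room temperature | benchmarks = DMSO wells, no-enzyme wells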
The depositor's hits bear a star.

canonical_smiles,tim10-1 inh,APOBEC3A inh,NALP3 yeast inh,hIAP inh,beta cell repl,TIM10 inh,mIAP block,APOBEC3G inh,mIAP activ
Cc1csc2nc3ccccc3c(=O)n12,31,-1,-18,14,1,13,-6,-3,1.1
Cc1sc2ncn(CC(=O)NCCN(C)C)c(=O)c2c1S(=O)(=O)N1CCC(C)CC1,8,-1,17,10,-2,-5,-3,-8,1
CCN1CCN(C(=O)/C=C/c2ccc(C(C)C)cc2)CC1,15,-3,1,-4,-3,-2,-10,-6,1.1
O=C(Nc1ccc(Br)cc1)c1cc(-c2ccncc2)nc2ccccc12,7,10,14,8,1,-8,14,1,0.86
CC(=O)c1cccc(NS(=O)(=O)N2CCCCC2)c1,0,1,18,-7,1,5,-4,-3,1
O=C(N/N=C/c1ccc2c(c1)OCO2)c1cc(-c2ccccc2Cl)nc2ccccc12,-14,-1,17,10,-1,-2,8,-7,0.93
COc1ccc(-c2nc3ccccn3c2CN2CCN(c3ccccc3F)CC2)cc1,33,2,25,0,-6,28,1,-8,0.99
COc1ccc(C(=O)Nc2nc3cc4c(cc3s2)OCO4)c(OC)c1,-5,2,-8,6,-4,-17,4,0,0.96
O=C(N/N=C/c1sc2ccccc2c1O)c1ccccc1,34,-7,20,-68,0,40*,11,-18,0.89
CC(=O)c1ccccc1N(C(=O)Cn1nnc2ccccc21)C(C(=O)NCC1CCCO1)c1ccc(N2CCOCC2)cc1 (stereo not given),8,3,22,8,-3,17,-4,1,1
O=C(Oc1ccccc1C(=O)N1CCOCC1)c1ccccc1,13,3,-11,13,-2,-2,0,22,1
Cc1cc(C)n2nc(C(=O)OCC(=O)Nc3ccc(C)c(S(=O)(=O)N(C)C)c3)nc2n1,13,15,14,-20,0,1,1,-3,0.99
C=CCn1cnc2scc(-c3ccc(CC)cc3)c2c1=O,16,-2,9,8,2,11,-4,-3,1
CC(C)(C)c1ccc(C(=O)Nc2ccc(S(N)(=O)=O)cc2)cc1,9,-2,7,-7,-2,-2,-2,-6,1
Cc1ncc([N+](=O)[O-])n1CCOC(=O)c1ccc(Br)cc1,5,2,9,-9,0,13,10,-5,0.9
O=C(Nc1nncs1)Oc1ccccc1,-1,3,10,3,-1,-5,-5,2,1
CN1c2ccc(Cl)cc2C(=O)NC1C1CC=CCC1 (stereo not given),18,-2,8,-8,-1,14,-15,-6,1.1
O=c1[nH]ncn1-c1ccccc1,13,-1,3,5,-3,3,-1,-1,1
Clc1ccccc1/C=N/NC1=Nc2cccc3cccc1c23,2,0,24,-26,-3,-13,21,1,0.79
CN1CCCNc2nc3ccccc3nc21,10,2,-2,1,1,5,-5,-1,1
CC1CCN(C(=O)C2CCC(CNS(=O)(=O)c3cccc4cccnc34)CC2)CC1 (stereo not given),-3,0,20,17,-4,12,-1,-5,1
Cc1ccc(N(C(=O)c2csnn2)C(C(=O)NC2CCCCC2)c2ccccn2)cc1C (stereo not given),2,-4,12,5,0,10,7,-11,0.93
CCN=C1SC(CC(=O)Nc2ccc3c(c2)OCO3)C(=O)N1CC (stereo not given),17,2,16,14,0,17,-5,-2,1.1
CCOC(=O)c1c(C)[nH]c(C(=O)COC(=O)c2ccncc2)c1C,-8,-1,20,15,0,-18,-3,-8,1
Cc1cccc2nc(COc3ccc(Cl)c4cccnc34)cn12,40*,-3,35,-1,-2,28,7,-3,0.93
Nn1c(Nc2ccccc2)nc2ccccc21,2,-4,12,14,-3,-8,3,-5,0.97
COc1ccc(N(C)C(=O)CCS(=O)(=O)c2cccc3nonc23)cc1,19,-6,-2,6,-1,12,-1,-6,1
CCOc1ncccc1C(=O)OCC(=O)N(CC)c1ccccc1,15,74*,-12,7,-1,-1,2,-6,0.98
CC(=O)CSc1nc2c(c(=O)[nH]c(=O)n2C)n1Cc1cccc(Br)c1,15,-4,11,-22,3,8,5,1,0.95
O=C(O)c1ccc2c(c1)C(=O)/C(=C/c1ccccc1)C2=O,7,36,7,-1,-1,3,3,-1,0.97

(list continues)
canonical_smiles,tim10-1 inh,APOBEC3A inh,NALP3 yeast inh,hIAP inh,beta cell repl,TIM10 inh,mIAP block,APOBEC3G inh,mIAP activ
Cc1ccc(CC2CC(=O)N(c3ccc4c(c3)OCCO4)C2=O)cc1 (stereo not given),9,-2,12,-10,1,-1,-6,-6,1.1
CC(CCc1ccco1)NC(=O)CCc1nnc2ccc(NCc3ccc(Cl)cc3)nn12 (stereo not given),10,4,6,-2,2,23,10,-1,0.9
COC(=O)CSc1nc(C)cc(Oc2ccccc2)n1,23,-2,18,3,0,-6,4,0,0.96
CCOc1ccccc1NC(=O)COC(=O)c1cc(C)oc1C,11,-5,9,-2,-5,-6,2,0,0.98
CC(=O)c1ccc(NC(=S)Nc2cccc(Cl)c2C)cc1,5,-2,7,-5,-3,8,-3,-5,1
Cc1ccccc1C(=O)NC(=S)NCC(=O)c1ccccc1,13,0,-30,5,0,10,5,-1,0.95
Cc1ccc(C(=O)CNc2ccccc2C)cc1,9,-4,-9,1,-5,9,-11,-5,1.1
CC(=O)Nc1cccc(-c2nc3ccccc3o2)c1,-32,-5,26,-6,-2,28,-1,9,1
O=C(COC(=O)c1n[nH]c2ccccc12)NC1CCCCC1,-6,0,10,-7,-3,-9,-3,-3,1
CCOc1ccc(-c2c(=O)n(OCc3ccc([N+](=O)[O-])cc3)c3ccccc3[n+]2[O-])c(OCC)c1,-6,-1,8,-2,-1,-25,-4,-8,1
CCOC(=O)N1CCN(C(=O)COC(=O)c2ccc(N(C)C)cc2)CC1,4,0,19,0,1,5,-1,-2,1
Cc1oc(-c2ccccc2)nc1CC(=O)O,12,-1,17,0,-1,-31,0,-6,1
COc1ccc(/C=C2/SC(=S)N(CCC(=O)O)C2=O)cc1,1,-2,18,10,-2,9,10,-4,0.9
O=C(Nc1nnc(S(=O)(=O)N2CCCCCC2)s1)c1ccc(Br)cc1,-9,-4,-7,-31,-6,-28,-2,-9,1
Cc1ccc(N(CC(=O)NCc2ccco2)C(=O)CCC(=O)Nc2ccccn2)c(C)c1,6,-3,34,-2,0,7,11,-8,0.89
CCOc1ccc(NC(=O)CCn2cccc2)cc1,10,-2,37,2,-1,10,9,-4,0.91
COc1ccc(C)c2sc(NC(=O)CCS(=O)(=O)c3ccccc3)nc12,25,0,16,19,-8,15,-5,6,1
O=C1CC(C(=O)N2CCN(c3ccccc3)CC2)CN1Cc1ccccc1 (stereo not given),0,-4,14,-4,3,0,-11,-5,1.1
Cc1ccc(S(=O)(=O)N2CCOCC2)cc1C(=O)OCC(=O)NC1CCCC(C)C1C (stereo not given),9,-4,-5,1,0,3,6,-8,0.94
COc1ccc(S(=O)(=O)N2CCN(C(=O)c3sccc3-c3ccccc3)CC2)cc1,26,1,11,1,-2,3,-1,-4,1
COc1ccccc1C(=O)NCCC(=O)N1CCN(c2cccc(C(F)(F)F)c2)CC1,26,4,9,6,-2,13,-9,22,1.1
COC(=O)CC1Nc2ccccc2SC1=O (stereo not given),18,-3,0,-25,-1,-12,-9,-6,1.1
Nc1ncc(-c2ccccc2)n1CC1CCCO1 (stereo not given),13,-2,20,10,-2,-3,-2,-5,1
CCN(CC)S(=O)(=O)c1ccc(C(=O)OC2CCCCC2CN(C)C)cc1 (stereo not given),-2,3,17,-6,-1,1,-7,-1,1.1
CCC/C(=N/Nc1ccc(Cl)cc1)c1cnnc(-c2ccccc2)n1,8,-4,1,0,-2,3,12,-9,0.88
CCOC(=O)C(NC(=O)Nc1ccccc1)(OCC)C(F)(F)F (stereo not given),3,1,14,18,0,-6,-4,-1,1
COc1ccc(-c2c[n+]3c4n2CCCCC4=C(c2ccccc2)C3)cc1,45*,8,6,12,-6,36,4,0,0.96
CCNC(=O)CSc1nc(-c2ccc(F)cc2)cs1,10,0,16,-4,1,12,0,-6,1
CNc1ccccc1C(=O)OC,-21,-1,3,-3,8,-1,-6,-9,1.1
CN(c1ccccc1)c1ccc(/C=C(\C#N)c2nnc3n2CCCCC3)cc1[N+](=O)[O-],7,-3,1,10,-5,8,10,-8,0.9

Compounds from the list above with a CF3 group (2):
canonical_smiles,tim10-1 inh,APOBEC3A inh,NALP3 yeast inh,hIAP inh,beta cell repl,TIM10 inh,mIAP block,APOBEC3G inh,mIAP activ
COc1ccccc1C(=O)NCCC(=O)N1CCN(c2cccc(C(F)(F)F)c2)CC1,26,4,9,6,-2,13,-9,22,1.1
CCOC(=O)C(NC(=O)Nc1ccccc1)(OCC)C(F)(F)F (stereo not given),3,1,14,18,0,-6,-4,-1,1

The results go on.
canonical_smiles,tim10-1 inh,APOBEC3A inh,NALP3 yeast inh,hIAP inh,beta cell repl,TIM10 inh,mIAP block,APOBEC3G inh,mIAP activ
CC(=O)c1ccc(OCc2cc(C(=O)N(C)CCOc3ccc(C)cc3)no2)cc1,27,-1,37,13,-4,16,8,-1,0.92
CCCCCC(=O)N/N=C(\C)c1ccc(Cl)cc1,14,-12,-1,-35,-3,10,10,-8,0.91
O=C(O)c1nsc(Cl)c1Cl,9,99*,1,14,-1,4,-2,-4,1
O=C(NCc1ccccn1)C1CC(c2ccccc2O)=NO1 (stereo not given),-4,-1,-8,0,3,-13,4,-3,0.96
CCN(CC)CCC(c1cc(OC)c(OC)c(OC)c1)c1c(OC)cc(OC)c2ccc(=O)oc12 (stereo not given),-6,-2,5,-2,-4,0,0,-6,0.99
Clc1ccc(-c2noc(CSc3nnc(-c4ccncc4)n3-c3ccccc3)n2)cc1,15,-5,24,9,-5,48*,6,-7,0.94
Cn1cc[n+](C)c1COc1ccc(C=O)cc1,5,2,8,4,-3,-5,0,-1,1
O=C(Cc1cccc(NC(=O)C2CCN(C(=O)C3CCCC3)CC2)c1)Nc1cccc(C(=O)N2CCCC2)c1,2,0,12,-12,-2,4,-18,2,1.2
C[C@H](CO)N1C[C@H](C)[C@@H](CN(C)C)Oc2c(NC(=O)Cc3ccccc3)cccc2C1=O,9,-2,12,-7,0,-1,-6,-6,1.1
O=C(CC1C(=O)NCCN1Cc1c(F)cccc1Cl)NCc1ccccc1 (stereo not given),30,0,16,-10,-2,-7,-9,1,1.1
CCc1cc(C(=O)N/N=C/c2ccc(OC)cc2)c2ccccc2n1,6,-3,19,-16,-1,-1,-4,-8,1
CCOc1ccc(C(=O)O[C@H]2[C@H](Cc3ccccc3)NS(=O)(=O)[C@H]3C[C@@H]4C=C[C@]23O4)cc1,7,1,8,-2,-2,7,-1,5,1
Cc1cccc(C)c1NC(=O)COC(=O)CNC(=O)C1CCCCC1,3,-3,6,11,-2,7,1,-6,0.99
